Screening data (PubChem)
PTHR1 agonist: qHTS for PTHR1 Agonists: Primary Screen; Parathyroid hormone/parathyroid hormone-related peptide receptor (Homo sapiens), Q03431; HEK293 GP2 PTHR1 cells, GloSensor cAMP luminescence, 1 h; Potency, µM (series often up to 115 µM), without a hit: top-dose activation, hits mostly activators; actives 0.075% (n = 410,000); note: potency is the fitted concentration of half-maximal effect; nearly all actives have a fitted effect of over 55% in size; some results filed as inactive show a strong effect at the top dose; inactives centre near -15; many of its hits are not listed in these tables
Target sequence (Q03431 whole entry, looked up): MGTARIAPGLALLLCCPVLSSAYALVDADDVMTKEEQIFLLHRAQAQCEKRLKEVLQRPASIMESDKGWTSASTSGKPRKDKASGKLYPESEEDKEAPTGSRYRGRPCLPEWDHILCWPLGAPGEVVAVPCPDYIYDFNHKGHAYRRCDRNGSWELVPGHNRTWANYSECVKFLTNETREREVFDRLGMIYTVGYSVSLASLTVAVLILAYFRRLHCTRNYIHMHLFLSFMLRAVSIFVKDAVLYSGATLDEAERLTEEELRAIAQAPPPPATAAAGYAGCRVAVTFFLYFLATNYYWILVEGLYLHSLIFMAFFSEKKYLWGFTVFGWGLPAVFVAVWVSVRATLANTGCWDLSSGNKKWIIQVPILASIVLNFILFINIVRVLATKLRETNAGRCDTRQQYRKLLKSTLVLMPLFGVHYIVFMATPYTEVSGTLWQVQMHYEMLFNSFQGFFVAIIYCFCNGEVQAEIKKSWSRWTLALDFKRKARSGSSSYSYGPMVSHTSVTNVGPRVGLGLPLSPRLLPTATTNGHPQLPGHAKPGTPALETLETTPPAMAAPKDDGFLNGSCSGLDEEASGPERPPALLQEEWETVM
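HEK-293-derived GP2 cells expressing PTHR1 and a GloSensor cAMP reporter, 3,000/well, plated overnight, given luciferin plus IBMX (each 0.5 mM as added) for 1 h at 37 °C, then compound for 1 h at 37 °C. Luminescence was read after 15 min at room temperature.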
aSyn rescue: qHTS of alpha-syn Inhibitors. Yeast expressing alpha-synuclein, growth rescue, BacTiter-Glo, 24 h. Potency, µM (titrated, usually from 46.1 µM), without a hit: at the top dose growth rescue (activation), hits mostly activators. actives 0.14% (n = 370,000); note: potency is the fitted concentration of half-maximal effect; % of control where 0% means no effect; nearly all actives have a fitted effect of over 65% in size
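Readout is rescue of growth in alpha-synuclein-expressing yeast, so inhibitors of toxicity appear as activators. Growth after 24 hr at 30 deg C in galactose medium is quantified by luminescence.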
GLP1R inv ag: qHTS of GLP-1 Receptor Inverse Agonists (Inhibition Mode) | HEK293 GLP-1R CRE-luciferase, luminescence, 24 h; GLP-1R form is constitutively active | Potency, µM (top dose mostly 38.3 µM), inactives show top-dose activity change, negative = inhibition, usual class: inhibitors | actives 1.6% (n = 410,000); note: potency is the fitted concentration of half-maximal effect; % is set by controls: 0 for no effect and ±100 for the full control effect; nearly all actives have a fitted effect of over 55% in size
Target sequence (P43220 whole entry, looked up): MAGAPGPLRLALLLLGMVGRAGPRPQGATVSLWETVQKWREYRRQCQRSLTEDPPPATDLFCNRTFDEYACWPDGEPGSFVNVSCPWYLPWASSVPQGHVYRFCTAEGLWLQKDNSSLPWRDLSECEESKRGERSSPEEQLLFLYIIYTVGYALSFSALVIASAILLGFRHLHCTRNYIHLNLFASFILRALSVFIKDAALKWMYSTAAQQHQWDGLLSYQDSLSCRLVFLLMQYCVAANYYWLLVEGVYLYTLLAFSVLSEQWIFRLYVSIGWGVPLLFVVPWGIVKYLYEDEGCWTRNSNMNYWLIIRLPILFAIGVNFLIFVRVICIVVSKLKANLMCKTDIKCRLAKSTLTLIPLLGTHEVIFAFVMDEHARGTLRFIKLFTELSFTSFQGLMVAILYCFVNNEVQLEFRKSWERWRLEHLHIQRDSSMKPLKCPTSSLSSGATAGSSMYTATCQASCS
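Cells are plated, allowed 12 hours at 37 deg C, then treated with compounds for 24 hr before luciferase detection reagent is added and luminescence is read after 12 min at room temperature. The HEK293 line carries constitutively active GLP-1R with a cAMP-responsive reporter.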
GLP-1R agonist: qHTS of GLP-1 Receptor Agonists; HEK293 GLP-1R CRE-luciferase, luminescence, 4-6 h; cells express a hypersensitive GLP-1R form; AID 624172, 2012; Potency, µM (doses to about 45.6 µM), inactives show top-dose activation, hits mostly activators; actives 0.007% (n = 380,000); note: potency is the fitted concentration of half-maximal effect; % of control where 0% means no effect
DRD3 antagonist: qHTS of D3 Dopamine Receptor Antagonist: qHTS; D3R cells, DiscoveRx beta-arrestin luminescence, antagonist mode; hits give low values; max response, negative = inhibition, %; actives 2.5% (n = 360,000); D(3) dopamine receptor (Homo sapiens), P35462; in the data active = max response below about -50%; inconclusive = no clear call, values can overlap the other calls; note: % is set by controls: 0 for no effect and ±100 for the full control effect; mostly tested at two doses, the higher about 12 µM
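Cells expressing the human receptor were seeded at 1500 cells/well, incubated overnight at 37 degrees C in 5% CO2, then exposed to library compounds with dopamine controls for 90 minutes at 37 degrees C before luminescent detection.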
Abeta yeast res: qHTS for compounds that reverse cellular toxicity of Amyloid beta (A-beta) peptide in yeast: Primary Screen; yeast expressing A-beta42, growth rescue, OD600, 48 h; response scale: 0% DMSO, 100% iron-clioquinol control; Potency, µM (highest dose often 46.1 µM), for inactives: at the highest dose growth rescue, most hits filed as activators; actives 0.063% (n = 410,000); AID 1347071, 2019; note: potency is the fitted concentration of half-maximal effect; nearly all actives have a fitted effect of over 55% in size
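Yeast A-beta toxicity model in growth medium with pinned compounds, 48 h at 30 C; growth read as absorbance at 600 nm. Normalized to FeCl3/clioquinol equimolar mix (positive) and DMSO (negative).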
Akt phos inh: HTS Assay for Inhibitors of Akt Phophorylation: Primary Screen; Neuro2A IGF-stimulated pAkt S473 HTRF, 20 min; hits give low values; actives 0.32% (n = 360,000); activity change, % for hits at 50 µM; in the data active = activity change below about -80%; inconclusive = mostly about -51% to -80%; note: % is set by controls: 0 for no effect and ±100 for the full control effect
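Neuro2A cells (4,500/well, DMEM with 0.5% FBS) were treated with compound at a single 50 µM final concentration, stimulated with 6 nM IGF for 20 min at 37 °C, and lysed. Phospho-Akt Ser473 was read by HTRF as 665/615 ratio ×10^4.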
FUS yeast rescue: qHTS for Suppressors of FUS Proteinopathy: Primary screen using FUS-linked yeast assay; actives 0.24% (n = 390,000); AID 1347120, 2019; S. cerevisiae FUS-expressing, growth rescue, OD600, 24 h; Potency, µM (doses to about 76.6 µM), without a hit: at the highest dose growth rescue (activation), usual class: activators;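 note: potency is the fitted concentration of half-maximal effect; plate controls were DMSO vehicle for no effect and reference control for full effect; nearly all actives have a fitted effect of over 55% in size; some results filed as inactive show a strong effect at the top dose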
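Steps: raffinose overnight preculture; dilution to OD 0.005 in 2% galactose minimal medium; compound addition (concentration series); 24hr at 30C, 99% humidity; absorbance read at 600 nm.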
TDP43 rescue: qHTS of TDP-43 Inhibitors; actives 1.8% (n = 410,000); AID 652104, 2013; Potency, µM (highest dose often 46.1 µM), inactives show at the top dose growth rescue (activation), hits mostly activators; TDP-43 expressing yeast growth rescue, BacTiter-Glo, 24 h; note: potency is the fitted concentration of half-maximal effect; % of control where 0% means no effect; nearly all actives have a fitted effect of over 50% in size
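Growth rescue of TDP-43-toxic yeast measured as ATP luminescence (BacTiter-Glo). Cells grown to mid-log in raffinose, induced in galactose at OD600=0.02, exposed to compound 24 hr at 30 deg C.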
The depositor's hits bear a star; i = inactive; u = inconclusive; x = not tested or not shown; & = joins results of further samples; [ ] = another dose, or the depositor's remark. Unless noted, calls come from the whole dose curve; as a rule, active = well fitted curve in the direction sought with a large enough effect; inconclusive = small, poorly fitted or top-dose-only effect, or another doubt; inactive = no such curve, though single readings can be large; an effect the other way counts as inactive or inconclusive.

SMILES | PTHR1 agonist | aSyn rescue | GLP1R inv ag | GLP-1R agonist | DRD3 antagonist | Abeta yeast res | Akt phos inh | FUS yeast rescue | TDP43 rescue
CCOC(=O)c1c(-c2ccccc2)oc2ccc(NS(=O)(=O)c3ccc(C)cc3)cc12 | i | x | u | x | x | -14% | x | u | 6%
Cc1sc2nc(SCC(=O)NCCOCCO)n(C)c(=O)c2c1C | i | -2% | 2% | -10% | u | -9% | i | -6% | 22%
NC(=O)c1cnn(-c2cccc(Cl)c2)c1N | i | 2% | 16% | -3% | 7 | x | i | -16% | 10%
CC(C)(C)[C@@H]1C=C(C(=O)N2CCN(Cc3ccccc3)CC2)O[C@H](OCc2ccc(CO)cc2)C1 | i | 5% | u | 10% | 31 | 9% | i | 16% | 7%
COc1ccc(NS(=O)(=O)c2cccc(NC(=O)c3cnccn3)c2)cc1Br | -23% | 2% | u | 19% | -8 | 2% | i | 5% | -11%
O=C(c1cccc(S(=O)(=O)N2CCCC2)c1)c1nnc(-c2ccncc2)o1 | u | 1% | -25% | 2% | 10 | -19% | i | u | -26%
Cc1ccccc1-c1nnc(SCC(=O)Nc2cccnc2Cl)o1 | i | 2% | u | 1% | 7 | -5% | i | 0% | -10%
Cc1ccc(S(=O)(=O)NCc2ccccc2)cc1C(=O)NCc1ccncc1 | -33% | 0% | 13% | 4% | 6 | 1% | i | -37% | 10%
C/C=C/C1=CC(=O)C[C@H](c2ccc(F)cc2)C1 | -32%[inhibitor] | 6% | -5% | -2% | 19 | 4% | i | -7% | -26%
Brc1cccc(-c2nnn3c2nc(NC2CCCCC2)c2ccccc23)c1 | -50%[inhibitor] | x | 8% | -2% | x | -8% | x | -23% | 10%
COc1ccccc1-n1cccc1C=O | -4% | 0% | 16% | 1% | 5 | -8% | i | -3% | -2%
CCCc1cc(=O)[nH]c(SCC(=O)NCCCC(=O)OCC)n1 | 1% | -4% | 0% | 0% | 5 | -8% | i | 15% | -2%
Cc1ccc(C)c(NC(=O)c2cc(S(=O)(=O)N3CCN(c4cccc(Cl)c4)CC3)ccc2F)c1 | -22% | x | -4% | x | x | -5% | x | 30% | 23%
Cc1ccc(S(=O)(=O)c2nc(-c3ccco3)oc2SCC(=O)Nc2ccc(F)cc2)cc1 | -6% | x | -26% | x | x | -2% | x | 9% | 25%
CCOC(=O)CN(C(=O)CSc1nnc(-c2ccncc2)n1CCCN(C)C)c1ccccc1 | 0%[57.5 µM] | -9% | -1% | 0% | u | 4% | i | 4% | 6%
CC(C)n1ncc2c(C(=O)NCc3cccnc3)cc(C3CC3)nc21 | -10% | 3% | 110%[activator] | 6% | 0 | 4% | i | -4% | 23%
CC(O)C(O)C(O)C(O)/C=N/NC(=O)c1ccccc1 (configuration not stated) | i | 0% | 19% | 1% | -3 | -3% | i | -23% | 0%
CC(=O)Nc1nc(C)c(Oc2ccc(Cl)cc2Cl)c(=O)[nH]1 | i | -3% | -2% | -11% | 47 | 0% | i | 8% | 7%
O=C(CCC(=O)OCC(=O)c1ccc(Cl)cc1Cl)Nc1cccc2cccnc12 | -24% | 4% | 4% | -8% | u | -11% | i | 15% | -4%
COc1ccc(NC(=O)C2CCCN(S(=O)(=O)c3ccc(Br)s3)C2)cc1 (configuration not stated) | -9% | x | -8% | x | x | -9% | x | -20% | 23%
O=C(CCN1C(=O)C2C3C=CC(C3)C2C1=O)N1CCN(c2ccc([N+](=O)[O-])cc2)CC1 (configuration not stated) | -40%[inhibitor] | 0% | -15% | 6% | -10 | -7% | i | 20% | 9%
c1ccc(Nc2cccc(Nc3ccccc3)c2)cc1 | -39%[inhibitor] | -39%[inhibitor] | u | 5% | 11 | 3% | i | x | u
COc1cc(CN2CCN(C(=O)CC(C)C)CC2)cc(OC)c1OC | i | 5% | 12% | -7% | -27 | 6% | i | 17% | -8%
O=C(Nc1ccc(NC(=O)c2cccs2)cc1)c1cccs1 | -8% | 1% | 16% | 10% | -2 | 0% | i | -6% | -17%
CCCOc1ccc(N2C(=O)CC(N(CCc3ccc(OC)cc3)C(=O)c3cccc(F)c3)C2=O)cc1 (configuration not stated) | -4% | 8% | u | -8% | -2 | 6% | i | u | 25%
COc1ccc(NC(=S)NC(=O)c2ccc(Br)o2)cc1 | -24% | 5% | 2% | 11% | 8 | 11% | i | -10% | u
CCCCCCc1cc2cc(-c3nnc(-c4ccccc4)o3)c(=O)oc2cc1O | -47%[inhibitor] | 0% | 4% | -11% | 0 | 9% | i | 11% | 13%
COc1ccc(NC(=O)Cn2c(=O)n(CCCCCC(=O)NCc3ccc4c(c3)OCO4)c(=O)c3sccc32)cc1Cl | i | x | -7% | x | x | -4% | x | 1% | 4%
Cc1ccn(S(=O)(=O)c2ccc3oc(=O)ccc3c2)n1 | i | 8% | 11% | 3% | -9 | 13% | i | 4% | 3%
CCOc1ccccc1CNCc1ccc(C(=O)O)cc1 | -10% | -9% | 14% | 9% | 5 | 22% | i | 5% | -7%
COc1ccccc1N(CC(=O)NCCSCc1cccc(Cl)c1)S(C)(=O)=O | -63%&-16%[inhibitor] | -1% | u | 2%&0% | 22 | -3%&0% | i | 0%&30% | -14%&26%
CCOC(=O)Cc1csc(N/C(=N/S(=O)(=O)c2ccc(Cl)cc2)c2ccccc2)n1 | -17% | -2% | -33% | -4% | 2 | -2% | i | x | -20%
CC(=O)NCCNC(=O)c1ccc(CSc2ccc(Cl)cc2)cc1 | -7% | 2% | 0% | 10% | -2 | -9% | i | 15% | -16%[0.397 µM]
CCCn1c(SCC(=O)NCc2ccc(OC)cc2)n[nH]c1=O | -10% | -2% | -5% | 9% | 24 | 4% | i | 15% | x
O=C(COc1ccc(/C=N/NC(=O)c2cccnc2)cc1)Nc1ccccc1 | -12% | 4% | 36%[activator] | 0% | 2 | -6% | i | 9% | 11%
COc1ccc(S(=O)(=O)NCC(c2ccco2)S(=O)(=O)c2ccc(C)cc2)cc1F (configuration not stated) | -24% | x | u | x | x | -11% | x | 38% | u
CCN(CC)CCNC(CC(=O)Nc1ccc(Cl)cc1Cl)C(=O)O (configuration not stated) | -8% | -2% | -3% | -17% | u | -5%[9.22 µM] | i | -18% | 7%
CC(C(=O)O)c1ccc(N2Cc3ccccc3C2=O)cc1 (configuration not stated) | -56%[inhibitor] | -3% | 6.3µM* | -11%&-16% | 11 | -19% | i | -26% | 14%
Cc1ccc(S(=O)(=O)n2c(CN3CCCC(C)C3)nc3ccccc32)cc1 (configuration not stated) | -15%[57.5 µM] | 1% | u | 1% | -5 | 22% | i | 11% | 5%
COc1cc(CNC(=O)CSCc2nc3cccnc3n2C2CCCCC2)cc(OC)c1OC | 30% | x | -1% | x | x | -8% | x | 6% | -19%

Entries of single compounds from above. Values in the order: PTHR1 agonist, aSyn rescue, GLP1R inv ag, GLP-1R agonist, DRD3 antagonist, Abeta yeast res, Akt phos inh, FUS yeast rescue, TDP43 rescue
Results for c1ccc(Nc2cccc(Nc3ccccc3)c2)cc1 → -39%[inhibitor], -39%[inhibitor], u, 5%, 11, 3%, i, x, u
Results for COc1cc(CNC(=O)CSCc2nc3cccnc3n2C2CCCCC2)cc(OC)c1OC → 30%, x, -1%, x, x, -8%, x, 6%, -19%

Next compounds follow.
SMILES | PTHR1 agonist | aSyn rescue | GLP1R inv ag | GLP-1R agonist | DRD3 antagonist | Abeta yeast res | Akt phos inh | FUS yeast rescue | TDP43 rescue
COc1ccccc1NNC(=O)c1cc(C(C)(C)C)nn1Cc1ccccc1 | -13% | 2% | u | 11% | 23 | 6% | i | 33% | -18%[1.82 µM]
CN(C)CCCNc1nc2cc(-c3ccn[nH]3)sc2c(=O)n1C | i | u | 3% | -2% | u | -4% | i | -20% | 24%
COc1ccc(C(C)=O)cc1CN1C(=O)C(C)ON=C1c1ncccc1C (configuration not stated) | -16% | 5% | 27% | 4% | -11 | -11% | i | -21% | 23%
Cc1cccc(Cn2c(CN3CCC(C(=O)NC(C)C)CC3)cc3ccccc32)c1 | i | x | u | x | x | -2% | x | -8% | 24%
CC(=O)Nc1ccc(-c2ccnc3c2CC(C(=O)Nc2ccc4c(c2)OCO4)O3)cc1 (configuration not stated) | i | -6% | u | -7% | 1 | 12% | i | u | 11%
CC(=O)/C(=C\N(C)C)Sc1ccc(Cl)cc1 | -21% | u | 7% | -7% | 6 | u | i | -20% | 22µM*
Cc1ccc2c(=O)cc(C(=O)Nc3ccc(S(=O)(=O)Nc4nc(C)cc(C)n4)cc3)oc2c1 | i | x | 9% | x | x | -8% | x | 12% | -6%
CN(C)CCNC(=O)NC(=O)c1ccc(Cl)cc1 | i | -1% | 0% | -2% | -6 | -5% | i | -4% | 1%
CCN(Cc1ccccc1)C(=O)C1CCN(S(=O)(=O)c2c(C)noc2/C=C/c2ccc(C)cc2)CC1 | i | x | -15% | x | x | -5% | x | 40% | 0%
CC(C)CC(O)(c1ccccc1)C(CN1CCOCC1)c1ccccc1 (configuration not stated) | -26% | 1% | u | 2% | 2 | 3% | i | -6% | -9%
Cc1ccc(CNC(=O)C2CCN(c3nc4ccc(C)cc4[nH]3)CC2)cc1 | -15% | x | -20% | x | x | -4% | x | -4% | 3%
CC(C)c1ccc(NC(=O)NC2CCCCC2)cc1 | -9%[57.5 µM] | 1% | 0% | -11% | -5 | 8% | x | 7% | -12%
CN(C(=O)CN1C(=O)/C(=C/c2ccccc2F)SC1=S)C1CCS(=O)(=O)C1 (configuration not stated) | -23% | -1% | 0% | 0% | 1 | 14% | i | -10% | -5%

A portion of the library. The share of hits here may be higher or lower than overall.
